# Screens from PubChem BioAssay.
# TDP1 cell noCPT: qHTS for Inhibitors of human tyrosyl-DNA phosphodiesterase 1 (TDP1): qHTS in cells in absence of CPT; DT40 Tdp1-/- hTDP1 cells, no CPT, ATP luminescence, 48 h; Potency, µM (titrated, usually from 46.2 µM), for the others: at the highest dose activity change, negative = growth inhibition, most hits filed as inhibitors; 420,000 compounds, 15% hits; note: nearly all actives have a fitted effect of over 55% in size
#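 Cells were dispensed at 400 per well, compounds added by pin tool, plates incubated ≥48 hr at 37 °C, then CellTiter-Glo added for 30 min at room temperature before luminescence reading. Line: DT40 Tdp1-/- complemented with hTDP1; camptothecin omitted.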
# TDP1 inh: TDP1 (human) enzyme inhibition; 350,000 compounds, 0.28% hits; Potency, µM (doses to about 130 µM), inactives show top-dose activity change, negative = inhibition, most hits filed as inhibitors; recombinant TDP1, AlphaScreen DNA substrate cleavage; note: nearly all actives have a fitted effect of over 40% in size
# Target sequence (Q9NUW8 whole entry, looked up): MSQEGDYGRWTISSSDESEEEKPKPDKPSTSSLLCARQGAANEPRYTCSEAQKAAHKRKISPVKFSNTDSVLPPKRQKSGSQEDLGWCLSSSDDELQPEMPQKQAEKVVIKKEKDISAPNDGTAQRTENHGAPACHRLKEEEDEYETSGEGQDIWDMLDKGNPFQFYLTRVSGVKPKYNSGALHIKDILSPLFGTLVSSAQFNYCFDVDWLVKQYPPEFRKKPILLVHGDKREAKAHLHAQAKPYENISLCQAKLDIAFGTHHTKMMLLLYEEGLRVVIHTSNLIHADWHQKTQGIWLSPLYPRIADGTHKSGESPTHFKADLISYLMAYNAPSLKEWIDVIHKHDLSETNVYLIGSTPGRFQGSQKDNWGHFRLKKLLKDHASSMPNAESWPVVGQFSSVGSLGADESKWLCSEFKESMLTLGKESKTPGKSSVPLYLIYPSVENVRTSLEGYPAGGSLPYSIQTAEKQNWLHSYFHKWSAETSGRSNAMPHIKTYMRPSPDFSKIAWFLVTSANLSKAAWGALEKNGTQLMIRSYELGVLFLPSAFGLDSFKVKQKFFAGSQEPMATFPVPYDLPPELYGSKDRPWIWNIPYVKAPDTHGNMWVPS
#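 Enzyme-compound mixtures sat 15 min at room temperature, followed by a 5 min reaction with 15 nM final substrate and 10 min with AlphaScreen beads. Recombinant human Tdp1 was used at 1 nM final.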
# KAT2A inh: GCN5L2 (KAT2A) acetyltransferase inhibition; AID 504327; Q92830; Potency, µM (highest dose often 58.9 µM), inactives show at the top dose activity change, negative = inhibition, actives largely listed as inhibitors; GCN5L2 HAT assay, ThioGlo1 CoA-SH fluorescence; 390,000 compounds, 0.21% hits
#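 qHTS, 1536-well. 20nM enzyme, pH 7.5 HEPES/EDTA/Tween-20 buffer; 15 min compound preinc., RT. Start: 75uM H3(1-25), 70uM AcCoA, 50uM ThioGlo1. Read Ex340/Em540 at t=0 (autofluorescence flag) and t=20 min.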
# * hit, by the source's call; u = inconclusive; x = no result given; & = joins results of further samples; [ ] = another dose, or the depositor's remark. Calls come from the whole dose curve; as a rule, active = well fitted curve in the direction sought with a large enough effect; inconclusive = small, poorly fitted or top-dose-only effect, or another doubt; inactive = no such curve, though single readings can be large; an effect the other way counts as inactive or inconclusive. % is set by controls: 0 for no effect and ±100 for the full control effect; potency is the fitted concentration of half-maximal effect.
No. | Compound | TDP1 cell noCPT | TDP1 inh | KAT2A inh
1 | O=c1c2ccccc2[nH]c(=S)n1CCCN1CCN(c2ccccc2)CC1 | u | x | 3%
2 | CCN1CCN(CCNC(=O)CCCCCn2c(=O)[nH]c3cc(C(=O)OC)ccc3c2=O)CC1 | -1% | 4% | -4%
3 | O=C1c2cccnc2C(Nc2ccc(S(=O)(=O)N3CCCCCC3)cc2)N1Cc1ccccc1 (centres undefined) | -25% | 5% | -2%
4 | Cn1nc(C(C)(C)C)c([N+](=O)[O-])c1C(=O)Nc1ccc(Br)cc1 | 23µM* | 8% | -7%
5 | CC(=O)Nc1nc(C)c(-c2csc(Nc3ccccn3)n2)s1 | 13µM* | -4%&0% | -3%&-13%
6 | O=C(Nc1cc(Cl)cc(Cl)c1)C1C2C=CC3(O2)C1C(=O)N(CCCN1CCOCC1)C3C(=O)NC1CCCCC1 (centres undefined) | -18% | 1% | 0%
7 | Cc1[nH]n(C(N)=S)c(=O)c1N=Nc1ccccc1C(F)(F)F | 15µM* | x | 6%
8 | CC1(C)CC(=O)C(N=Nc2cc(C(F)(F)F)ccc2Cl)=C(O)C1 | 3% | 6% | -8%

# The closing 4 records of the part above come first, to join the parts.
No. | Compound | TDP1 cell noCPT | TDP1 inh | KAT2A inh
5 | CC(=O)Nc1nc(C)c(-c2csc(Nc3ccccn3)n2)s1 | 13µM* | -4%&0% | -3%&-13%
6 | O=C(Nc1cc(Cl)cc(Cl)c1)C1C2C=CC3(O2)C1C(=O)N(CCCN1CCOCC1)C3C(=O)NC1CCCCC1 (centres undefined) | -18% | 1% | 0%
7 | Cc1[nH]n(C(N)=S)c(=O)c1N=Nc1ccccc1C(F)(F)F | 15µM* | x | 6%
8 | CC1(C)CC(=O)C(N=Nc2cc(C(F)(F)F)ccc2Cl)=C(O)C1 | 3% | 6% | -8%
9 | C/C(=N\NC=O)c1ccncc1 | 2% | 6% | -5%
10 | O=C(Nc1ccc2oc(-c3ccc4ccccc4c3)nc2c1)c1cccs1 | 23µM* | 1% | -1%
11 | O=S(=O)(Nc1ccc2c(c1)oc1ccccc12)N1CCCC1 | u | -2% | -4%
12 | Cc1ccc(NC(=O)C2CCCN(c3nnc(C)c4c(C)n(-c5ccccc5)nc34)C2)c(Cl)c1 (centres undefined) | 3.3µM* | 0% | -2%
13 | Cc1ccc(CNC(=O)c2ccc(CS(=O)Cc3ccccc3Cl)o2)cc1 (centres undefined) | -25% | 3% | -3%
14 | O=C1c2ccccc2C(=O)N1CN(C(=O)c1ccccc1)c1ccc(O)cc1 | -5% | -2% | 3%
15 | CC(O)c1nc2ccc(C(=O)O)cc2[nH]1 (centres undefined) | 6% | 3% | 3%
16 | CC(=O)c1cccc(NC(=O)CCc2nc3sc4c(c3c(=O)[nH]2)CCCC4)c1 | 13µM* | 0% | -13%

# Two successive records already listed, for reference:
No. | Compound | TDP1 cell noCPT | TDP1 inh | KAT2A inh
10 | O=C(Nc1ccc2oc(-c3ccc4ccccc4c3)nc2c1)c1cccs1 | 23µM* | 1% | -1%
11 | O=S(=O)(Nc1ccc2c(c1)oc1ccccc12)N1CCCC1 | u | -2% | -4%

# The main list resumes; the 7 compounds before the break are reprinted first.
No. | Compound | TDP1 cell noCPT | TDP1 inh | KAT2A inh
10 | O=C(Nc1ccc2oc(-c3ccc4ccccc4c3)nc2c1)c1cccs1 | 23µM* | 1% | -1%
11 | O=S(=O)(Nc1ccc2c(c1)oc1ccccc12)N1CCCC1 | u | -2% | -4%
12 | Cc1ccc(NC(=O)C2CCCN(c3nnc(C)c4c(C)n(-c5ccccc5)nc34)C2)c(Cl)c1 (centres undefined) | 3.3µM* | 0% | -2%
13 | Cc1ccc(CNC(=O)c2ccc(CS(=O)Cc3ccccc3Cl)o2)cc1 (centres undefined) | -25% | 3% | -3%
14 | O=C1c2ccccc2C(=O)N1CN(C(=O)c1ccccc1)c1ccc(O)cc1 | -5% | -2% | 3%
15 | CC(O)c1nc2ccc(C(=O)O)cc2[nH]1 (centres undefined) | 6% | 3% | 3%
16 | CC(=O)c1cccc(NC(=O)CCc2nc3sc4c(c3c(=O)[nH]2)CCCC4)c1 | 13µM* | 0% | -13%
17 | COc1ccc(/C(O)=C2/C(=O)C(=O)N(CC3CCCO3)C2c2cccc(O)c2)cc1 (centres undefined) | -5% | -1% | -19%
18 | Cc1cccc(C)c1NC(=O)C(NC=O)c1ccccc1Cl (centres undefined) | -22% | 4% | -8%
19 | COc1ccc2nc(C)cc(SCC(=O)NNC(=O)COc3ccc(C)cc3)c2c1 | 7% | -1% | -2%
20 | CC1CCC(C(C)C)C(OC(=O)COC(=O)c2cccn2C)C1 (centres undefined) | -7% | 4% | -9%
21 | Clc1ccc(N/N=C/c2cccs2)nn1 | -12% | 7% | 1%
22 | CC1(C)Cc2c(sc(NC(=O)c3ccc(S(=O)(=O)N4CCCC4)cc3)c2C#N)C(C)(C)N1 | -3% | 3% | -1%
23 | C=CCNC(=O)c1c[nH]c2ccc(S(=O)(=O)N(C)c3ccc(OCC)cc3)cc2c1=O | 21µM* | x | -3%
24 | Cc1ccc(OCC(=O)O)c(-n2nc3ccccc3n2)c1 | -23% | -4% | -1%
25 | CCOc1ccc(N(CC(=O)NCc2ccccc2C)S(C)(=O)=O)cc1 | -6% | 0% | -3%
26 | CCOC(=O)[C@@H]1[C@H]2COc3cc(OC)ccc3[C@@H]2N2C(=O)N(c3cccc(F)c3)C(=O)[C@@]12C | u | x | -15%
27 | CCOC(=O)N1CCN(Cc2cccs2)CC1 | 17% | 0% | 1%
28 | COc1ccccc1-n1c(SCC(=O)NC(C)(C)C)nnc1-c1ccco1 | -9% | 3% | -3%
29 | Cc1cc(NS(=O)(=O)c2cn(C)nc2C)no1 | 21% | 3% | -1%
30 | Cc1cccc(OCC(=O)N/N=C/c2ccc(N(C)C)cc2)c1 | 0% | 8% | -8%
31 | Cc1ccc(/C(N)=N/OC(=O)CCC2CCCCC2)cc1 | 7% | 4% | -27%
32 | CC(=O)c1ccc(N2CCC(C)CC2)c(F)c1 | -2% | -1% | -6%
33 | CC(=O)n1cc(N(C(=O)CCl)c2ccc([N+](=O)[O-])cc2)c2ccccc21 | 2.6µM* | 5% | -3%
34 | CCC12CC3CC(C1)CC(C(=O)Nc1nn[nH]n1)(C3)C2 | -10% | 2% | -10%
35 | O=C(N/N=C/c1ccccc1)c1[nH]c2ccc(Br)cc2c1-c1ccccc1 | 1.2µM* | -1% | -4%
36 | Cc1ccc(N(CCC#N)C(=O)COC(=O)C2CCN(c3ccc(C(F)(F)F)cn3)CC2)cc1 | u | -10% | -15%
37 | COc1ccc(C(=O)Nc2ccnn2C2CCN(C(=O)C3CCOC3)CC2)cc1 (centres undefined) | -3% | 3% | 1%
38 | Cc1c(NC(=O)c2cccc(S(=O)(=O)N3CCOCC3)c2)c(=O)n(-c2ccccc2)n1C | -2% | 1% | -4%
39 | CC(=O)c1ccc(N2CCN(S(=O)(=O)c3ccc4c(c3)CC(=O)N4)CC2)cc1 | -25% | x | -8%
40 | Cc1cc(C(=O)Nc2ccc(N3CCOCC3)cc2)c2ccccc2n1 | -16% | 6% | -14%
41 | Cc1cccc(NC(=O)CSc2nc(=O)n(CCN3CCOCC3)c3c2CCCC3)c1C | -20% | x | 0%
42 | CCOC(=O)c1sc(NC(=O)c2ccc(S(=O)(=O)N(CC)CC)cc2)nc1C | -25% | 5% | 2%
43 | CC1CCc2c(sc3ncnc(SCC(=O)Nc4ccc(C(=O)O)cc4)c23)C1 (centres undefined) | -10% | x | -5%
44 | O=[N+]([O-])c1ccc2oc(C3CCCCC3)nc2c1 | -19% | 5% | -10%
45 | COc1ccc(CCNC(=O)C(=O)NCC(c2ccco2)S(=O)(=O)c2ccccc2)cc1 (centres undefined) | -13% | 3% | -8%
46 | CCn1c(SCc2nc3ccccc3c(=O)[nH]2)nc2ccccc21 | 21µM* | 1% | -11%
47 | COc1cc(NC(=O)CN2CCN(CC(=O)Nc3ccc(F)cc3)CC2)cc(OC)c1 | -20% | 1% | -5%
48 | Cc1ccccc1C(=O)Nc1nnc(-c2cccnc2)o1 | -3% | 6% | 0%
49 | CC1CC2OC(=O)C3(C)CCCC(C)(C23)C1(O)CCc1ccoc1 (centres undefined) | 3% | 4% | -6%
50 | COCCn1c(SCC(=O)NC2CCCCC2C)nc2ccccc2c1=O (centres undefined) | -16% | 10% | -2%
51 | CC(C)CC1NC(=O)N(CC(=O)N2c3ccccc3NC(=O)C2(C)C)C1=O (centres undefined) | 3% | 6% | -7%
52 | C/C(=N\Nc1ccc([N+](=O)[O-])cc1)c1cccc(N)c1 | 21µM* | 5% | 4%
53 | N#Cc1c(NC(=O)CSc2ncc(-c3ccccc3)n2CC2CCCO2)sc2c1CCCC2 (centres undefined) | u | 7% | -6%
54 | CCOc1ccc2ccc(OCC)c(/C=N/n3cnnc3)c2c1 | u | x | -17%
55 | O=C(CN1CCCC1)NCC(=O)Nc1ccc(F)cc1 | -2% | -2% | 0%
56 | Fc1ccc(CNc2nc(-c3ccc(Cl)cc3)cc(C(F)(F)F)n2)cc1 | 18µM* | x | -15%
57 | CCCCCC1CC(CC(=O)NC(=S)Nc2ccccc2Cl)C(=O)O1 (centres undefined) | -6% | -2% | -6%
58 | COc1ccc(-n2nc(C(=O)Nc3ccc4c(c3)OCO4)c3c4ccccc4n(C)c3c2=O)cc1 | 18% | 8% | 0%
59 | COc1ccc(-c2csc(NC(=S)NC(=O)c3ccc4ccccc4c3)n2)cc1OC | u | x | -7%
60 | COc1ccc(-c2cc3ccc(OCc4nn[nH]n4)cc3oc2=O)cc1 | 7% | x | u
61 | c1ccc(-c2ccc(CN3CCSCC3)cc2)cc1 | -24% | x | -4%
62 | CN1CCN(C(=O)C23CC4CC(CC(C4)C2)C3)CC1 | u | -6% | -16%
63 | COc1ccc(CCC(=O)N2CCCC(Nc3ccc(OC)cc3)C2)cc1 (centres undefined) | -10% | 10% | -8%
64 | O=C(CSc1ncccn1)Nn1cnnc1 | 6% | 2% | 0%

# Some values from the results shown.
# KAT2A inh result of cpd 63 → -8%
# TDP1 cell noCPT result of cpd 60 → 7%
# KAT2A inh result of cpd 61 → -4%
# TDP1 cell noCPT result of cpd 57 → -6%

# Next section.
No. | Compound | TDP1 cell noCPT | TDP1 inh | KAT2A inh
65 | C#CC[N+](C)(C)CCCCCCCCCC | 2.3µM* | 1% | -1%
66 | CCc1ccc(NC(=S)N2CCC(NC(=O)C3CCCCC3)CC2)cc1 | 15% | 5%[0.0935 µM] | -6%
67 | COC(=O)[C@@H]1C[C@@]2(O)[C@H](O)[C@H](O)[C@H](O)C[C@H]2N1Cc1ccc(C(C)(C)C)cc1 | 4% | 7%&-2% | 0%
68 | COc1ccc2c(c1OC)C(=O)OC2Nc1ncc(Br)cc1Br (centres undefined) | -4% | 5% | -7%[0.501 µM]
69 | CC1=CC(=NOC(=O)/C=C/c2ccccc2)C=C(C)C1=O | 13µM* | 11% | -17%
70 | Cc1ccc(NC(=O)C(C)OC(=O)CSc2ccccc2)cc1 (centres undefined) | -29% | -1% | -1%
71 | CCOC(=O)C1=C(C)N=c2s/c(=C/c3cccc([N+](=O)[O-])c3O)c(=O)n2C1c1ccccc1 (centres undefined) | 16µM* | x | 1%
72 | CCn1c(SCCOc2ccc(Cl)cc2)nnc1-c1cccs1 | u | 4% | 2%
73 | Cc1ccn2cc(C(=O)Nc3cccc(C(=O)NC4CC4)c3)nc2c1 | 16µM* | -14% | 4%
74 | O=C(COc1ccccc1)N(Cc1cccnc1)c1nc2ccc(Cl)cc2s1 | -13% | -8% | -3%
75 | CCCN1CN=C(NS(=O)(=O)c2ccc(C)cc2)NC1 | -26% | x | -3%
76 | CC(C)CCn1c(Sc2nc3ccccc3o2)nc2c1c(=O)[nH]c(=O)n2C | 16µM* | 5% | -4%
77 | CCN(CC)CCCN1CC(=O)N2[C@@H](Cc3c([nH]c4ccccc34)C2(C)C)C1=O | 20% | x | 1%
78 | O=C(CN1C2CCCC1CC(NC(=O)C1CCCCC1)C2)NCc1ccc(F)cc1 (centres undefined) | 16µM* | x | -2%
79 | O=C(N/N=C/c1ccc(N2CCOCC2)cc1)c1ccccn1 | 20% | 2% | -5%

# An excerpt. The share of hits here may be higher or lower than overall.
